High-throughput results: PubChem, National Center for Advancing Translational Sciences (NCATS)
Eya2 phos inh: inhibitors of human Eya2 phosphatase activity; O00167; recombinant Eya2, OMFP fluorescence dephosphorylation (OMFP is methylfluorescein phosphate); Potency, µM (top dose mostly 76.9 µM), inactives show at the highest dose activity, negative = inhibition, most hits filed as inhibitors; 330,000 compounds, 0.006% hits; further: potency means the concentration at half of the fitted maximal effect; on the % scale 0 is the no-effect control and ±100 the full control effect
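Eya2 protein (added as 0.2 uM solution) was preincubated with compound for 10 min at ambient temperature in 50 mM HEPES pH 7.5, 50 mM NaCl, 5 uM MgCl2, 0.05% BSA, 1 mM DTT. OMFP (added at 50 uM) then reacted 10 min; fluorescence read at 485/525 nm.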
TSHR antagonist: blocks TSH signaling through the human TSH receptor. P16473. TSHR-expressing cells, TSH-stimulated cAMP HTRF, 2 h; hits give low values. activity change, negative = inhibition, % at 11.5 µM. 330,000 compounds, 0.2% hits;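 active means activity change below a set negative limit, meaning inhibition stronger than a set level, cut at about -70% in these data; inconclusive means activity change between two set negative limits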; further: on the % scale 0 is the no-effect control and ±100 the full control effect
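Freshly harvested TSHR cells receive pin-tooled compound, then EC80 TSH at 4nM final. After 2 hours at 37 deg C, antibody in lysis buffer and cAMP-d2 are added; 30 minutes at ambient temperature precede the HTRF read.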
Tb PFK block: T. brucei PFK enzyme inhibition; Potency, µM (highest dose often 57.5 µM), for inactives: at the highest dose activity, negative = inhibition, usual class: inhibitors; T. brucei PFK, ADP-Glo luminescence; 330,000 compounds, 0.17% hits; AID 485367; O15648;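 further: potency means the concentration at half of the fitted maximal effect; 0% = uninhibited 1x PFK enzyme wells and -100% = no-enzyme wells; nearly all actives have a fitted effect of over 60% in size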
Target sequence (O15648 whole entry, looked up): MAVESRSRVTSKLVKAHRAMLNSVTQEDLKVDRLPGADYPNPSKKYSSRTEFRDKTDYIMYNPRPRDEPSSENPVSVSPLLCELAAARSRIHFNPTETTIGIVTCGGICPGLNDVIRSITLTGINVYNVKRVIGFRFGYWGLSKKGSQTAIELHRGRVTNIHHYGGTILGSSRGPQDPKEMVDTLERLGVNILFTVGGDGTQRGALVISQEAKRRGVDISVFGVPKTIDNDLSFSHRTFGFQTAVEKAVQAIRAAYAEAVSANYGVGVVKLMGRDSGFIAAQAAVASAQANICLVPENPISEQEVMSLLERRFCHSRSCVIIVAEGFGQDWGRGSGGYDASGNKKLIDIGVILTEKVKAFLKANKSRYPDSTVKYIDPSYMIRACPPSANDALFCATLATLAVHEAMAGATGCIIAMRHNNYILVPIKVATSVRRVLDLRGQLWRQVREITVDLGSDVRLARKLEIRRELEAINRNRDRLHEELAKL
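ADP-Glo luminescence quantified ADP after 45 min at room temperature, with 1.25 nM T. brucei PFK, 0.1 mM ATP and 0.5 mM fructose-6-phosphate in pH 8.0 TEA buffer. qHTS titrations up to 57 µM; curves classified by quality.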
BCR signal inh: chronic active BCR signaling inhibition; ABC-DLBCL IkBa-CBG/CBR reporter, luminescence ratio, 4 h; Potency, µM (highest dose often 46.1 µM), for the others: at the highest dose ratio change, negative = lower green/red ratio, usual class: inhibitors; 340,000 compounds, 0.05% hits; AID 493014; active means well fitted inhibition curve with a large enough effect in the signal ratio, with a control signal flat, not every such curve was filed as active; inconclusive means small, poorly fitted or top-dose-only effect, or effect the other way, or a change in a side signal; the % refers to the signal ratio;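 further: potency means the concentration at half of the fitted maximal effect; plate controls were basal doxycycline-induced cells for no effect and cells given 10 µM MG132 for full effect; MG132 reads +100%, hits lower the ratio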
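Compounds up to 46 uM were incubated four hours with TMD8 cells whose green CBG68 luciferase is fused to IkappaBalpha; red CBR luminescence normalised the signal, and concentration-effect curves were fitted to fusion, red and ratio data.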
uPA generation: blocks generation of uPA at the cell surface | 330,000 compounds, 0.31% hits | cell surface uPA generation assay, qHTS | Potency, µM (doses to about 38.3 µM), without a hit: at the highest dose activity change, negative = inhibition, usual class: inhibitors; active means well fitted inhibition curve with a large enough effect; inconclusive means small, poorly fitted or top-dose-only effect; inactive means no such curve, though single readings can be large or run the other way; tested in mouse RAW 264.7 cells; further: potency means the concentration at half of the fitted maximal effect; on the % scale 0 is the no-effect control and ±100 the full control effect; nearly all actives have a fitted effect of over 55% in size
ELG1 DNA repair: inhibitors of ELG1-dependent DNA repair in HEK293T cells; HEK293T ELG1-luciferase reporter, luminescence, 16 h; DNA damage induced by 5-fluorouridine; Potency, µM (highest dose often 46.1 µM), for the others: top-dose activity change, negative = inhibition, usual class: inhibitors; 330,000 compounds, 2.3% hits; AID 504467; further: potency means the concentration at half of the fitted maximal effect; on the % scale 0 is the no-effect control and ±100 the full control effect; nearly all actives have a fitted effect of over 55% in size
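HEK293T cells expressing luciferase-tagged ELG1 (2,000/well) received 5-Fluorouridine plus compound or DMSO for 16 hr at 37 °C. Luciferase was read by ONE-Glo luminescence after 30 min at room temperature.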
B2AR arrestin: agonists driving beta-arrestin recruitment to human beta2-adrenergic receptor; Potency, µM (doses to about 46.1 µM), without a hit: at the highest dose activation, hits mostly activators; beta-arrestin recruitment to beta2AR, cell-based reporter; P07550; 330,000 compounds, 0.02% hits;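 further: potency means the concentration at half of the fitted maximal effect; 0% = DMSO controls and full agonism = EC100 isoproterenol or metaproterenol; nearly all actives have a fitted effect of over 65% in size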
Target sequence (P07550 whole entry, looked up): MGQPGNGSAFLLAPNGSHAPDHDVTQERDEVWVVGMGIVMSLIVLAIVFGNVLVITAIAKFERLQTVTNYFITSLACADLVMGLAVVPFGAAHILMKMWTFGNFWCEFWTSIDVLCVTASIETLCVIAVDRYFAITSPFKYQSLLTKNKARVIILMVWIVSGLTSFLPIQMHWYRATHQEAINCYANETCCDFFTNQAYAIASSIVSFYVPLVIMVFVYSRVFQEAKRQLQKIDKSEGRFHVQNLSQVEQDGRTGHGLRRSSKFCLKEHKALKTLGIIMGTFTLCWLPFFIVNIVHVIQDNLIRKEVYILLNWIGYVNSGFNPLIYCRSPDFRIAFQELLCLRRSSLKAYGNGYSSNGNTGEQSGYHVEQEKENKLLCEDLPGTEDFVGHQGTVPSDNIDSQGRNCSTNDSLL
PTAP TSG101 blk: blocks PTAP/TSG101 interaction to inhibit HIV-1 budding; Q99816; AID 493005; 340,000 tested, under 10 active; Fluorescence polarization, FITC-PTAP peptide / Tsg101 binding; Potency, µM (titrated, usually from 115 µM), inactives show at the highest dose activity change, negative = inhibition, most hits filed as inhibitors; active means well fitted inhibition curve with a large enough effect in the main read-out, with a control signal flat, not every such curve was filed as active; inconclusive means small, poorly fitted or top-dose-only effect, or effect the other way, or a change in a side signal; inactive means no such curve, though single readings can be large or run the other way; further: potency means the concentration at half of the fitted maximal effect; % of control where 0% means no effect
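Tsg101 binding domain (10 uM final) was mixed with compound and a FITC-labeled PTAP peptide (50 nM final) in HEPES pH 7.5 buffer with NaCl, Tween 20, EDTA and TCEP; fluorescence polarization was read after 20 min at r.t.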
TCR activator: T cell receptor activation; 330,000 tested, under 10 active; primary human leukocytes, anti-CD3, IL-2 HTRF, 48 h; Potency, µM (highest dose often 9.22 µM), for inactives: top-dose activation of IL-2 secretion, hits mostly activators; further: % of control where 0% means no effect
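Primary human leukocytes incubated 48 hr with anti-CD3 beads plus compound, without co-stimulation. Secreted IL-2 measured by HTRF (europium cryptate/d2 anti-IL-2 pair, 320 nm excitation, 665 nm emission).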
USP2a block: USP2a (human) protease inhibition; O75604; USP2 core, Ub-CHOP2 coupled fluorogenic reporter, 485/531; Potency, µM (highest dose often 38.3 µM), for the others: at the highest dose activity change, negative = inhibition, usual class: inhibitors; 330,000 compounds, 0.01% hits; AID 463254;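 further: potency means the concentration at half of the fitted maximal effect; plate controls were DMSO wells for no effect and full inhibition by NEM control for full effect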
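Deubiquitinase activity read as fluorescence (485/531 nm) after Ub-CHOP2 cleavage activates the enterokinase reporter on its substrate; USP2 core 10nM, Ub-CHOP2 and substrate 25nM each, 30min compound preincubation then 60min RT; data normalized to NEM, curves fitted.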
Mito fusion act: mitochondrial division inhibition or fusion activation. Potency, µM (titrated, usually from 46.1 µM), without a hit: top-dose growth rescue (activation), actives largely listed as activators. AID 485298. S. cerevisiae fusion-defective mutant growth rescue, CellTiterGlo 48 h. 320,000 compounds, 0.23% hits;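 further: potency means the concentration at half of the fitted maximal effect; % of control where 0% means no effect; nearly all actives have a fitted effect of over 45% in size; temperature-sensitive fusion mutants such as fzo1-1 at 37 °C on non-fermentable ethanol glycerol medium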
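Temperature-sensitive fusion-defective S. cerevisiae (e.g. fzo1-1, mgm1-5) were grown with compound in YPEG medium (3% ethanol, 3% glycerol) for 48 hours at 37C. Growth rescue was measured as viability by CellTiterGlo luminescence after 10 minutes at ambient.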
* marks the source's active call; other numbers are inactive results; ? = inconclusive; / = not tested or not shown; [ ] = another dose, or the depositor's remark. Unless noted, the call rests on the fitted dose curve; in most records, active means well fitted curve in the direction sought with a large enough effect; inconclusive means small, poorly fitted or top-dose-only effect, or another doubt; inactive means no such curve, though single readings can be large; an effect the other way counts as inactive or inconclusive.

smiles	PTAP TSG101 blk	Eya2 phos inh	B2AR arrestin	ELG1 DNA repair	Tb PFK block	TSHR antagonist	BCR signal inh	uPA generation	Mito fusion act	USP2a block	TCR activator
O=C(c1ccc(Cl)cc1)N1CCN(c2cc(=O)[nH]nc2-c2ccccc2)CC1	-6%	5%	-0.8%	-16%	-3%	5	-16%	-4%	1%	1%	-23%
COc1ccc(CCN2C(=O)NC(NC(C)=O)(C(F)(F)F)C2=O)cc1OC (configuration not stated)	-5%	0%	-0.2%	21%	12%	5	?	7%	0%	2%	-6%[46.1 µM]
Cc1ccc(C(C)C)c(OCCn2ccnc2C)c1	0%	11%	0.5%	0%	-1%	2	0%	1%	-19%	-1%	-63%
O=c1c2ccccc2oc2ccc(Oc3ccccc3)cc12	1%	-5%	-0.5%	?	1%	-15	17%	-16%	-6%	-5%	-10%
COc1ccc(-c2csc(N)n2)cc1	2%	-23%	2.5%	?	0%	10	2%	-5%	9%	2%	-2%
Brc1ccc(-c2csc(N/N=C/c3ccc4c(c3)OCO4)n2)cc1	0%	-3%	-0.6%	-4%	3%	18	8%	0%	5%	-4%	-11%[46.1 µM]
O=C(Cn1c(C(F)(F)F)nc2ccccc21)c1ccc(F)cc1	2%	-19%	0.1%	10%	1%	-4	-20%	10%	0%	-1%	1%
O=C(NCCN1C(=O)S/C(=C\c2ccc(Cl)c(Cl)c2)C1=O)C1COc2ccccc2O1 (configuration not stated)	-2%	5%	0.1%	-12%	1%	-22	2%	5%	13%	2%	0%
NC(=O)CC(NC(=O)c1ccccc1)c1ccc(N2CCC(N3CCCC3)CC2)c([N+](=O)[O-])c1 (configuration not stated)	-4%	-4%	0.5%	-1%	-1%	3	-12%	3%	1%	0%	-16%
CN1CCCC1CCNc1ccc2c(=O)c3ccccc3oc2c1 (configuration not stated)	-4%	-9%	0.1%	?	1%	-7	?	?	1%	-3%	-4%
Oc1ccc(N2CCN(c3ncnc4sc(-c5ccccc5)cc34)CC2)cc1	-2%	-9%	0.0%	?	?	-16	?	3%	1%	-1%	0%
CCOc1ccc(-c2nnn(CC(=O)NCc3ccc(OC)cc3)n2)cc1OCC	-5%	-12%	-0.5%	2%	-6%	6	-1%	10%	-1%	-1%	3%
COc1ccc(-c2nn(C)c(=O)c3ccccc23)cc1NC(=O)Cn1nc(C)c2ccccc2c1=O	-6%	-22%	-0.1%	-11%	-2%	-10	?	?	1%	0%	-40%
CCOC(=O)c1cc(-c2ccc(F)cc2)n(CC(=O)NCc2cccnc2)c1C	-1%	22%	-0.5%	-3%	2%	-1	-2%	10%	-9%	0%	4%
CC(C)OCCCn1c(=O)c2ccccc2n2c(CCC(=O)O)nnc12	-1%	5%	0.4%	7%	-1%	5	4%	-1%	17%	0%	-5%
COc1ccc(Oc2nc(C(F)(F)F)nc3ccccc23)cc1	1%	-3%	0.4%	16%	0%	-7	4%	6%	9%	0%	-6%
CCCCNC(=O)CNC(=O)c1nn(-c2ccc(OC)cc2OC)c(=O)c2ccccc12	-3%	0%	0.2%	8%	2%	16	-2%	1%	-2%	-10%	4%
O=C(/C=C/c1ccccc1)Nc1ccc(N2CCCCC2)cc1	1%	3%	-0.8%	?	3%	0	0%	1%	-5%	1%	-5%[46.1 µM]
O=C(O)c1ccc(N2C(=O)c3[nH]nc(-c4ccccc4)c3C2c2ccccc2)cc1 (configuration not stated)	-3%	-6%	-0.1%	4%	0%	-4	?	-6%	-2%	0%	-3%
O=C(CCNC(=O)c1ccccc1)Nc1ccc(S(=O)(=O)Nc2ncccn2)cc1	-3%	-7%	-0.6%	1%	4%	-5	0%	6%	/	1%	6%
Cc1cc(NC(=O)CN2CCN(C)CC2)no1	-3%	13%	0.1%	0%	-4%	-4	3%	6%	4%	-1%	-4%
Cc1cnc(C(=O)N2CCN(S(=O)(=O)c3cccc(Br)c3)CC2)cn1	-4%	7%	0.6%	1%	1%	1	0%	-4%	/	2%	2%[46.1 µM]
Cn1c(=O)cc(N2CCOCC2)[nH]c1=O	-1%	-5%	-0.9%	13%	-1%	11	-16%	-6%	-1%	-4%	0%
CCc1nc(N2CCN(C(=O)c3ccco3)CC2)c2c3c(sc2n1)CCCC3	-4%	-8%	-0.3%	?	0%	-5	?	-2%	1%	1%	4%
CC(NC(=O)CCl)c1ccc(Cl)c(Cl)c1 (configuration not stated)	2%	-4%	-0.3%	?	19µM*	6	?	-10%	-11%	2%	1%
N/C(=N\OC(=O)c1ccco1)c1ccccn1	0%	-9%	0.5%	?	-17%	23	?	?	3%	-1%	-13%
CC1(C)CC(=O)C(C=NCCN2CCN(C(=O)CCl)CC2)=C(O)C1	-9%	-25%	0.1%	9%	1%	-9	?	?	0%	1%	-3%
CCc1ccc(CN(C(=O)COc2c(C)cccc2C)C2CCS(=O)(=O)C2)cc1 (configuration not stated)	-10%	-17%	-0.3%	?	0%	4	-10%	-3%	2%	2%	2%
CC1CCc2nc(N)c(C#N)c(-c3cccnc3)c2C1 (configuration not stated)	-2%	-21%	-0.3%	1.2µM*	0%	-13	24%	-3%	-2%	-2%	4%[46.1 µM]
COCc1cc(C)nc2sc(C(=O)Nc3ccccc3OC)c(N)c12	0%	-12%	0.2%	?	2%	-11	-7%	1%	5%	0%	-9%
O=C(/C=C/c1ccc2c(c1)OCO2)N1CCN(c2n[nH]c(=O)[nH]c2=O)CC1	0%	0%	-1.1%	4%	-11%	-8	-3%	-1%	3%	0%	-1%
NC(=O)C(F)(F)C12OC3C4C5CC(C6C5C3C61)C42 (configuration not stated)	-6%	-6%	-0.1%	1%	1%	9	?	-3%	-3%	3%	-21%
NC(=O)COc1ccc(/C=N\NC(=O)CC(=O)NCCc2ccccc2)cc1	-4%	15%	0.5%	-7%	1%	0	-2%	0%	3%	1%	3%
Fc1ccccc1NC(=S)N(CCN1CCCCCC1)Cc1cccs1	0%	-6%	0.4%	?	-6%	14	?	1%	8%	-9%	-1%
CCNc1nc(Oc2ccc(C#N)cc2)cc(C(F)(F)F)n1	-1%	-8%	-0.4%	-18%	3%	2	-2%	-4%	-1%	0%	3%
Cc1ccccc1N1CC(C(=O)Nc2nnc(SCCN3CCOCC3)s2)CC1=O (configuration not stated)	-6%	-10%	0.2%	-1%	1%	8	3%	8%	-2%	-8%	-5%
CCOC(=O)Cn1c(CCC(=O)O)ccc1-c1ccc(F)cc1	-4%	-9%	-0.5%	?	3%	16	13%	-4%	1%	3%	1%[46.1 µM]
Cc1cc(C)c(NC(=O)CSc2nnnn2-c2cccnc2)c(C)c1	0%	2%	-0.2%	8%	2%	6	0%	1%	-4%	-1%	6%
OCc1ccccc1CNCc1ccccc1	-1%	10%[15.4 µM]	-0.3%	-2%	0%	4	-1%	-3%	0%	0%	-1%
CN(C)S(=O)(=O)c1ccc(Cl)c(NC(=O)CN2CCC(Cc3ccccc3)CC2)c1	2%	-7%	-0.2%	?	3%	-1	-2%	-1%	?	1%	8%
CCC(C)N1CCN(S(=O)(=O)Cc2ccccc2)CC1 (configuration not stated)	-5%	-17%	-0.4%	1%	0%	6	2%	1%	-4%	-2%	-4%
CN1CCN(C(=O)c2ccc(CSc3nc4ccncc4n3Cc3ccc(F)cc3)cc2)CC1	-11%	12%	-0.1%	4%	-21%	-1	-2%	-20%	0%	4%	8%
COc1ccc(/C=N/NC(=S)Nc2cccc(C(=O)O)c2)cc1OC	-1%	-4%	-0.2%	12%	-3%	-1	?	-9%	-2%	10%	1%[46.1 µM]
Cc1ccc(OC(C)C(=O)N(C)c2ccccc2)c([N+](=O)[O-])n1 (configuration not stated)	-3%	7%	-0.3%	10%	-6%	-8	-1%	-6%	3%	3%	/
Cc1nc(-c2ccc(F)cc2)c(CC(=O)N(C)CC(=O)Nc2c(C)cccc2C)s1	1%	-10%	0.2%	?	-2%	9	-4%	-1%	6%	-5%	-1%
COC(=O)c1c(-c2c(Cl)cccc2Cl)noc1C(=O)NNC(=O)N(C)C	-5%	-5%	-0.9%	?	-5%	4	4%	0%	-5%	-1%	6%
